NOD1 inhibition = NOD1 signaling inhibitors, primary screen, cell-based, luminescence, uHTS (AID 1578); NOD1-driven NF-kB luciferase reporter cells, luminescence; higher % means a stronger effect; inhibition, % at 4 µM, or EC50 in µM where a hit was titrated; actives 1% (n = 290,000); in the data active = inhibition mostly above about 36%, no sharp cut-off; inactive = mostly below about 34%;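 note: HEK-293T reporter cells stimulated with the NOD1 agonist gamma-tri-DAP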
Dengue-2 NS5 capping = flavivirus cap methylation enzyme inhibition – biochemical, confirmation dose response, primary screen (AID 588689) | Dengue-2 NS5 methyltransferase capping enzyme assay, biochemical; higher % means a stronger effect | inhibition, % at 25 µM, or IC50 in µM where a hit was titrated | actives 0.3% (n = 340,000); in the data active = a potency from the dose series; inconclusive = inhibition above about 29% without an active follow-up result
NOD2 inhibition = inhibition of NOD2-driven NF-kB reporter – cell-based, luminescence, uHTS, HEK293 (AID 1566); HEK293 NOD2/NF-kB luciferase reporter, luminescence; higher % means a stronger effect; one-dose inhibition, % at 4 µM; EC50 in µM for titrated hits; actives 0.63% (n = 290,000); note: many of its hits are not listed in these tables
West Nile antiviral = West Nile virus antiviral activity, cell-based, CPE readout (AID 1621); West Nile virus-infected cells, CPE inhibition; higher % means a stronger effect; CPE inhibition, % at 10 µM, or IC50 in µM where a hit was titrated; actives 0.02% (n = 290,000); in the data active = a potency from the dose series; inconclusive = CPE inhibition mostly from about 3.7% at the one dose, without a potency; inactive = the rest, 99 in 100 with CPE inhibition below about 2.2%; note: strong numbers were not always called active
KOR beta-arrestin-1 = KOR antagonists, beta-arrestin recruitment, cell-based, luminescence, uHTS (AID 1778); KOR beta-arrestin recruitment, luminescence, antagonist mode; higher % means a stronger effect; inhibition, % at 10 µM, or IC50 in µM where a hit was titrated; actives 0.091% (n = 290,000); note: strong numbers were not always called active
KOR beta-arrestin-2 = kappa opioid receptor activators – cell-based, luminescence, uHTS, primary screen (AID 1777) | activation, % at 10 µM; hits with a dose series show EC50 in µM | actives 0.02% (n = 280,000) | KOR beta-arrestin recruitment, luminescence; higher % means a stronger effect; in the data active = activation above about 50%, passing the limit was not always enough; note: a part of the inactive calls stands beside numbers as strong as those of hits
HIV fusion peptide = cell-free HIV fusion peptide-binding blockers – biochemical, uHTS, fluorescence dequenching, primary screen (AID 1986); cell-free peptide binding, fluorescence dequenching, 30 min; higher % means a stronger effect; one-dose inhibition, % at 20 µM; IC50 in µM for titrated hits; actives 0.3% (n = 290,000); in the data active = inhibition mostly above about 52%, no sharp cut-off; inactive = mostly below about 76%; note: some results filed as inactive read as strong as hits
AID2073 = disruptors of CaV2.2 binding to Mint1 – biochemical, HTRF (AID 2073); HTRF protein-protein interaction, Mint1-CaV2.2; higher % means a stronger effect; inhibition, % at 20 µM, or IC50 in µM where a hit was titrated; actives 0.19% (n = 290,000); in the data active = inhibition mostly above about 51%, no sharp cut-off; inconclusive = no clear call, values can overlap the other calls; inactive = mostly below about 53%; note: some results filed as inactive read as strong as hits
Yfh1-off respiration = mitochondrial function rescue without frataxin homolog – Friedreich's ataxia, plus single-dose screen, dose response (AID 1465); S. cerevisiae Yfh1-off respiration, WST-1 reduction, 72 h; higher fold induction means a stronger effect; fold induction at 50 µM, or EC50 in µM where a hit was titrated; actives 0.074% (n = 220,000);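 active = fold induction of absorbance versus untreated yeast above a set limit, then at least 30% activation at any dose in follow-up; inconclusive = repeats straddling the limit, or above it without dose testing; inactive = fold induction below the set limit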;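 note: activators that raise dye reduction in frataxin-depleted yeast; strong numbers were not always called active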
Dengue-2 NS5 capping pilot replicate = second read-out of Dengue-2 NS5 capping, no call of its own (marks repeat the call); inhibition, %; measured here: pilot screen replicate inhibition
* hit, by the source's call; i = inactive; ? = inconclusive; / = not tested or not shown; [ ] = another dose, or the depositor's remark. Cut-off read from the data, not from the text of the source, unless noted: active = inhibition above about 50%; inactive = the rest. This is a subset (hit frequency here may not be typical).

SMILES	NOD1 inhibition	Dengue-2 NS5 capping	NOD2 inhibition	West Nile antiviral	KOR beta-arrestin-1	KOR beta-arrestin-2	HIV fusion peptide	AID2073	Yfh1-off respiration	others
S=c1[nH]nc(-c2cccnc2)n1/N=C/C(Cl)=C\c1ccccc1	23%	6%	-55%	0.9%	-28%	-2.2%	13%	3%	i
O=C(O)c1sccc1NC(=O)c1c(Cl)cccc1Cl	-10%	-6%	-2%	0.8%	-9%	-2.1%	0.9%	10%	/
Cn1c(=O)c2c(nc(CN3CCOCC3)n2CCN2CCOCC2)n(C)c1=O	-3%	3%	-10%	0.3%	/	/	0.5%	1%	i
O=C(C1CCN(S(=O)(=O)c2cccc3nsnc23)CC1)N1CCc2ccccc2C1	-33%	-7%	-22%	/	-6%	-0.5%	0.3%	-4%	/
Cc1cc(/C=C2/NC(=O)NC2=O)c(C)n1-c1ccncc1	-12%	-5%	14%	0.8%	14%	-4.7%	3.6%	27%	i
Cc1cccc(NC(=O)C(=O)NCCc2c[nH]c3ccccc23)c1C	-25%	-2%	8%	0.9%	-16%	-3.3%	0.1%	-10%	i
CC(=O)Nc1ccc(C(=O)NCC2CCCCC2)cc1	-21%	-2%	3%	0.7%	0%	1.4%	-0.6%	7%	/
CCOc1ccc2nc(SCC(=O)Nc3cccc(S(=O)(=O)NC4=NCCCCC4)c3)[nH]c2c1	-21%	-5%	-5%	0.5%	-13%	4.6%	0.6%	38%	i
CN(C(=O)CN1C(=O)S/C(=C\c2cccc(Cl)c2)C1=O)C1CCS(=O)(=O)C1 (configuration not stated)	-1%	-6%	-10%	0.0%	-29%	-1.7%	-0.7%	-2%	/
Cc1nnc(-c2ccc(N3CCCCCC3)c([N+](=O)[O-])c2)o1	-1%	5%	-14%	-0.1%	16%	2.1%	-1.2%	-4%	i
O=C(CNC(=O)c1ccncc1)N/N=C/c1ccccc1[N+](=O)[O-]	-20%	-2%	-18%	-0.6%	-10%	-1.9%	1.0%	2%	i
Cc1ccc(-c2noc(CC(c3ccccc3)c3ccccc3)n2)cc1	12%	-5%	-24%	-0.9%	-60%	-4.5%	-4.1%	-22%	i
CSc1ccc(NS(=O)(=O)c2ccc(-n3cnnn3)cc2)cc1	7%	-7%	20%	-1.1%	-11%	1.7%	-1.3%	9%	/
C/C(=N\NC(=O)C(O)c1ccccc1)c1ccc(Cl)cc1 (configuration not stated)	-16%	-4%	-8%	0.4%	-19%	-0.9%	-0.9%	18%	/
COc1cccc(N(C(=O)Cc2cccs2)C(C(=O)NC2CCCC2)c2ccncc2)c1 (configuration not stated)	-4%	1%	20%	-0.8%	36%	0.1%	0.2%	4%	/
CCOC(=O)Cn1nc(C)n(-c2ccc(Cl)cc2)c1=O	-33%	1%	7%	0.5%	-9%	-1.4%	0.4%	2%	i
COc1cccc(/C=C/c2ccc3ccccc3n2)c1OC(C)=O	/	-7%	/	1.8%	4%	-2.2%	0.2%	5%	i
COc1ccccc1N(C)S(=O)(=O)c1ccc(Cl)c(C(=O)NCCCN2CCOCC2)c1	-23%	-5%	21%	-0.6%	-22%	6.6%	-0.1%	3%	/
CN(C)C(CNC(=O)c1ccc(C(F)(F)F)cc1)c1ccco1 (configuration not stated)	-34%	3%	-1%	-0.6%	7%	17%	-1.3%	11%	/
CCOc1ccc(Nc2nc3ccccc3n3cnnc23)cc1	-6%	-2%	-3%	-1.0%	11%	1.7%	0.3%	?	i
COc1ccccc1NC(=O)NCCCCc1ccccc1	-34%	-5%	-7%	-1.3%	-5%	-1.7%	1.9%	7%	/
CCCCN(CC)CCCNC(=O)CC1Nc2ccccc2NC1=O (configuration not stated)	-25%	-7%	13%	0.0%	-12%	-0.6%	2.9%	1%	i
COc1ccc(C)cc1NC(=S)N1CC(C)OC(C)C1 (configuration not stated)	-21%	-3%	-3%	-0.4%	-8%	-0.6%	-1.3%	2%	/
COc1ccc(/C=N/NC(=O)CNC(=O)c2ccc(S(=O)(=O)N3CCOCC3)cc2)c(OC)c1	-15%	-8%	4%	0.6%	-11%	5.2%	29%	4%	i
CCC1CCCCN1C(=O)COC(=O)c1ccc(S(=O)(=O)N2CCOCC2)cc1 (configuration not stated)	-8%	6%	13%	0.3%	28%	4.7%	0.3%	-6%	i

Sorted by molar mass (ascending): nine of the compounds above.
SMILES	NOD1 inhibition	Dengue-2 NS5 capping	NOD2 inhibition	West Nile antiviral	KOR beta-arrestin-1	KOR beta-arrestin-2	HIV fusion peptide	AID2073	Yfh1-off respiration	others
CC(=O)Nc1ccc(C(=O)NCC2CCCCC2)cc1	-21%	-2%	3%	0.7%	0%	1.4%	-0.6%	7%	/
Cc1cc(/C=C2/NC(=O)NC2=O)c(C)n1-c1ccncc1	-12%	-5%	14%	0.8%	14%	-4.7%	3.6%	27%	i
CCOC(=O)Cn1nc(C)n(-c2ccc(Cl)cc2)c1=O	-33%	1%	7%	0.5%	-9%	-1.4%	0.4%	2%	i
Cc1nnc(-c2ccc(N3CCCCCC3)c([N+](=O)[O-])c2)o1	-1%	5%	-14%	-0.1%	16%	2.1%	-1.2%	-4%	i
Cc1ccc(-c2noc(CC(c3ccccc3)c3ccccc3)n2)cc1	12%	-5%	-24%	-0.9%	-60%	-4.5%	-4.1%	-22%	i
CCCCN(CC)CCCNC(=O)CC1Nc2ccccc2NC1=O (configuration not stated)	-25%	-7%	13%	0.0%	-12%	-0.6%	2.9%	1%	i
Cn1c(=O)c2c(nc(CN3CCOCC3)n2CCN2CCOCC2)n(C)c1=O	-3%	3%	-10%	0.3%	/	/	0.5%	1%	i
CCC1CCCCN1C(=O)COC(=O)c1ccc(S(=O)(=O)N2CCOCC2)cc1 (configuration not stated)	-8%	6%	13%	0.3%	28%	4.7%	0.3%	-6%	i
COc1ccccc1N(C)S(=O)(=O)c1ccc(Cl)c(C(=O)NCCCN2CCOCC2)c1	-23%	-5%	21%	-0.6%	-22%	6.6%	-0.1%	3%	/

The list goes on:
SMILES	NOD1 inhibition	Dengue-2 NS5 capping	NOD2 inhibition	West Nile antiviral	KOR beta-arrestin-1	KOR beta-arrestin-2	HIV fusion peptide	AID2073	Yfh1-off respiration	others
CCOC(=O)C1CCN(c2c(C(=O)c3ccccc3)cnc3ccc(Cl)cc23)CC1	-8%	7%	1%	0.3%	24%	-0.5%	4.7%	-3%	i
CCC(=O)Nc1ccc(C(=O)n2nc(C)cc2C)cc1	-28%	-5%	2%	-0.1%	-29%	0.0%	-1.9%	0%	i
COCC1CCN(C(=O)C2CCC(=O)N(C3CCCC3)C2)CC1 (configuration not stated)	-10%	-5%	-11%	-0.6%	-11%	-0.2%	-0.9%	-2%	/
O=c1c2ccc(Cl)cc2[nH]c(=S)n1Cc1cccnc1	-5%	-4%	6%	/	0%	-2.5%	-0.2%	-23%	/	Dengue-2 NS5 capping pilot replicate=-0.5
O=C(c1cc(COc2ccc(F)cc2Cl)on1)N1CC2C[C@@H]3CC1C[C@H](C2)C3	-73%	-10%	-70%	-0.1%	-25%	6.3%	1.8%	-7%	/
COc1ccc(CNCC(=O)Nc2cc(OC)cc(OC)c2)cc1	15%	-1%	2%	-0.5%	-27%	4.5%	-2.2%	23%	/
COc1cccc(C(C(=O)NC(C)(C)C)N(Cc2ccc(F)cc2)C(=O)CCC(=O)Nc2cc(C)on2)c1OC (configuration not stated)	14%	-7%	-4%	-0.3%	-20%	-5.1%	1.1%	6%	/
O=C1Nc2ccc(S(=O)(=O)N3CCCCCC3)c3cccc1c23	0%	-6%	16%	1.2%	24%	5.8%	-1.9%	18%	i
Nc1nc(SCC(=O)c2c(N)n(Cc3ccccc3)c(=O)[nH]c2=O)n[nH]1	4%	-12%	9%	-0.1%	35%	-0.7%	-1.8%	-4%	i
CCOc1cc(/C=N/NC(=O)NN(C)c2ncc(C(F)(F)F)cc2Cl)ccc1O	3%	-6%	0%	-2.2%	-19%	-0.3%	-2.3%	-3%	i
Cn1c(NC(=O)c2ccc(F)cc2)c(-c2ccccn2)c(=O)c2ccccc21	-3%	/	-8%	0.4%	12%	4.6%	-1.6%	4%	i
CC(NC(=O)c1ccc(N(C)C)cc1)c1ccc(F)cc1 (configuration not stated)	-22%	-1%	8%	0.0%	-7%	-14%	-1.6%	-2%	i
COc1ccccc1C(=O)NNC(=O)c1cccc(Br)c1	-57%	3%	-37%	-0.6%	-18%[20 µM]	0.0%	-0.4%	6%	/
CCCc1nnc(NC(=O)CCC(=O)N2CCN(Cc3cc(F)ccc3OC)CC2)s1	-10%	2%	16%	-0.9%	-4%	-3.2%	0.5%	6%	/
CCc1ccc(OCC(=O)OCC(=O)c2c(N)n(C)c(=O)n(C)c2=O)cc1	-29%	0%	17%	0.1%	-14%	-1.7%	-0.7%	17%	i
COc1cc(C(=O)Nc2nnc(CC(=O)NCc3ccccc3)s2)cc(OC)c1OC	-12%	-7%	13%	1.1%	13%	1.1%	0.8%	17%	/
Cc1ccccc1N=Cc1cccc(O)c1O	-21%	-1%	2%	-0.1%	21%	-0.3%	65%*	9%	i
COc1ccc2[nH]c(=O)c(CN(CCN3CCCC3)C(=O)Nc3ccccc3Cl)cc2c1	-10%	-5%	17%	-0.3%	-13%	2.4%	-2.1%	37%	i
CCn1nnnc1NCc1cccn1C	-6%	7%	14%	0.1%	-12%	-4.6%	-2.0%	?	i
COc1ccc2[nH]c(=O)c(CN(C(C)=O)C3CCCCC3)cc2c1	-32%	-3%	10%	-0.5%	-8%	3.0%	3.1%	-2%	i
COc1cccc(OC)c1OCCCCn1cnc2ccccc2c1=O	5%	-13%	0%	-0.7%	-5%[20 µM]	0.8%	-0.6%	-12%	i
CC1=C(C(=O)Nc2cccnc2)C(c2ccc3c(c2)OCO3)C2=C(CCCC2=O)N1 (configuration not stated)	5%	-2%	10%	0.5%	-7%	-5.2%	-0.7%	2%	i
Cc1ccc(NC(=O)c2ccc(N/N=C/c3cccc(O)c3)c([N+](=O)[O-])c2)cc1	-8%	5%	-21%	?	-46%	1.6%	-0.9%	10%	i
O=S(Cc1ccc(Br)cc1)Cc1nnc(SCc2c(Cl)cccc2Cl)n1-c1ccccc1 (configuration not stated)	-1%	-5%	31%	/	3%	3.7%	-1.3%	1%	/
O=S(=O)(Oc1ccc(C(=S)N2CCOCC2)cc1)c1ccc(Cl)cc1	-10%	-4%	0%	-1.0%	-3%	0.8%	-0.6%	2%	/
CCCCOc1ccc(OCCNC(=O)c2ccco2)cc1	-8%	-4%	14%	-1.7%	-10%	-3.0%	-1.4%	11%	/
C=CCNC(=O)c1ccc(-c2ccc([N+](=O)[O-])cc2)o1	-22%	7%	-12%	-0.8%	-12%	3.6%	14%	18%	i
CC1(C)Cc2nc3oc4c(=O)n(CC(=O)Nc5ccc(Cl)cc5)cnc4c3cc2CO1	-5%	-7%	7%	1.1%	9%	0.8%	1.7%	11%	/
COC(=O)Cn1c(CCS(=O)(=O)c2ccc(Cl)cc2)nc2ccccc21	20%	-5%	20%	-0.2%	-2%	-3.6%	-0.5%	-6%	i

Screening results (PubChem)
